Bioassay records from PubChem.
NPY-Y1 PAM-ag: human NPY-Y1 potentiation or agonism, primary screen. activation, % at 3.6 µM. NPY-Y1 expressing cells, potentiator/agonist activation. P25929. actives 0.37% (n = 220,000); in the data active means activation above about 33%, passing the limit was not always enough;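 further: cells stimulated with NPY at EC10 then isoproterenol at EC100; 0% = low agonist plus stimulus and 100% = saturating agonist plus stimulus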
NPY2 pot ag: potentiates or activates human NPY-Y2 receptor; P49146; cells expressing NPY-Y2, potentiator/agonist read-out; activation, % at 3.6 µM; actives 0.45% (n = 220,000); AID 1359; in the data active means activation above about 27%;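 further: cells stimulated with NPY near EC25 plus isoproterenol at EC100; 0% = vehicle plus submaximal agonist and 100% = vehicle plus saturating agonist; some results beyond the cut were filed as inactive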
Target sequence (P49146 whole entry, looked up): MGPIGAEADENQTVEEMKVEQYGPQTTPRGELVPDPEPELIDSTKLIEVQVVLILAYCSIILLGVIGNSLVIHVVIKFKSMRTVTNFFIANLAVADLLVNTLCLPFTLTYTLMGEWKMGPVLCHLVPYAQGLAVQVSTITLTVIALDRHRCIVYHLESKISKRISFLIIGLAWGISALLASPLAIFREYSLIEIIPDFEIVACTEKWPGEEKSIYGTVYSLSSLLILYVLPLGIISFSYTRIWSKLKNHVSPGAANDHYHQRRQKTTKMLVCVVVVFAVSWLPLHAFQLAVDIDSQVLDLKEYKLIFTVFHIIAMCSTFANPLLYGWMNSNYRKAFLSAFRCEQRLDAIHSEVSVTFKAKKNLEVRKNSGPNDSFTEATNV
S1P4 agonist: human S1P4 receptor agonism; activation, % at 4.98 µM; S1P4-expressing cell line, agonist reporter assay; actives 0.35% (n = 220,000); O95977; in the data active means activation above about 11%;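 further: 0% = DMSO vehicle and 100% = reference agonist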
Target sequence (O95977 whole entry, looked up): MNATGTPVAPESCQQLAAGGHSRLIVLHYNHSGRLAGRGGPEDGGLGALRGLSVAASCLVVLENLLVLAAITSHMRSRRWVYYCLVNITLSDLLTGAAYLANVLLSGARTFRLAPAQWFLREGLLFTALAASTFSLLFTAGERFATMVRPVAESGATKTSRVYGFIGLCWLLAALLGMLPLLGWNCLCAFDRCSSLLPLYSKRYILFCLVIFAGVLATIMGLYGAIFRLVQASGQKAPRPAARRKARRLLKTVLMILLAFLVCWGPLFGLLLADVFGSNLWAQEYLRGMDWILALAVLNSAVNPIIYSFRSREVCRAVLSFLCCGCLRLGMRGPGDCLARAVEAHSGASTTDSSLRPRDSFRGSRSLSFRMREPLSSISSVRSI
EP2 mod: modulates human prostaglandin E2 receptor EP2 signaling; P43116; EP2-expressing cells, cAMP HTRF FRET, PGE2 co-stimulation; induction, % at 25 µM; actives 0.83% (n = 260,000);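 active means compounds whose cAMP rise, as percent of the full-agonist control response, exceeds 60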;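 further: rat C6 glioma line stably carrying human EP2 under a CMV promoter; the protocol text gives 20 µM as final concentration; 100% = response of wells given 1 µM PGE2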
S1P4 antagonist: blocks the human S1P4 receptor; O95977; S1P4-expressing cells, antagonist mode, reporter read-out; inhibition, % at 4.98 µM; actives 0.26% (n = 220,000); AID 1510; in the data active means inhibition above about 29%;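 further: 0% = wells stimulated with agonist and 100% = vehicle wells without agonist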
eIF4E 4G PPI: inhibitors of eIF4E and eIF4G interaction in translation initiation; actives 0.37% (n = 220,000); TR-FRET eIF4E-eIF4GI(517-606) binding, 2 h; AID 782; inhibition, % at 21.7 µM;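 active means inhibition above about 30%, limit read from the data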;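 further: 0% = full FRET control wells and 100% = background wells lacking eIF4GI fragment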
p97 inhibitor: human p97 ATPase inhibition; P55072; recombinant p97 ATPase, Kinase-Glo ATP luminescence, 3 h; inhibition, % at 8 µM; actives 0.42% (n = 220,000); in the data active means inhibition above about 15%;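 further: 0% = DMSO vehicle and 100% = wells lacking enzyme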
NPY-Y1 antag: NPY-Y1 (human) receptor antagonism. actives 1% (n = 200,000). P25929. inhibition, % at 3.6 µM. HEK293-CNG Y1 cells, membrane potential fluorescence; NPY at EC95, then isoproterenol. AID 1040;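 active means inhibition above the campaign mean inhibition of all tested compounds plus 3 SD, cut at about 20% in these data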;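 further: 0% = DMSO wells given NPY plus isoproterenol and 100% = isoproterenol alone without NPY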
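Assay system: HEK293 cells with Y1 receptor plus CNG channel | Probe or stimulus: NPY (25 nM), isoproterenol (1 µM), Ro 20-1724 (25 µM) | Timing: Compound incubation 1 h at room temperature, readout 45 min post-stimulation | Measured by: Membrane-potential fluorescent dye readout | Benchmarks: High control isoproterenol alone, low control NPY with isoproterenol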
PGE2 EP2 inh: blocks the human prostaglandin E2 receptor EP2. P43116. C6 glioma cells expressing human EP2, cAMP TR-FRET; cells stimulated with saturating PGE2. inhibition, % at 25 µM. actives 0.52% (n = 260,000). AID 1422;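 active means percent inhibition above 40 after rounding to a whole number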;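 further: rat C6 glioma host cells with rolipram phosphodiesterase inhibitor present; the protocol text gives 20 µM as final concentration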
Active calls of the source: *; / = no result given; & = joins results of further samples; [ ] = dose if it differs, or a comment. Some of the compounds tested. The share of hits here may be higher or lower than overall.

SMILES	NPY-Y1 PAM-ag	NPY2 pot ag	S1P4 agonist	EP2 mod	S1P4 antagonist	eIF4E 4G PPI	p97 inhibitor	NPY-Y1 antag	PGE2 EP2 inh
O=c1[nH]c2ccc(NC(=S)Nc3ccc(F)cc3)cc2[nH]1	-10	-6	0.5	-3	-1	4	10	/	6
COc1ccccc1C(=O)OCC(=O)Nc1ccc(Cl)cn1	-18	-20	0.7	-1	-4	2	1	19	4
CCS(=O)(=O)c1cc([N+](=O)[O-])c(Sc2ccccc2NC(C)=O)s1	-23	-14	2.3	-46	27	-5	3	/	5
CCOC(=O)c1c(NC(=O)CN(CC)CC)sc2c1CCC2	-4	3	2.3	58	-7	-1	-3	4	8
O=C(NCCCn1ccnc1)c1ccc(N2CCCCC2)c([N+](=O)[O-])c1	5	0	1.7	5	0	-1	1	-2	4
COc1ccc(C2CC(c3ccccc3)=NN2C(=O)COC(=O)c2cc(S(=O)(=O)N3CCOCC3)ccc2Cl)cc1 (configuration not stated)	5	2	0.2	5	9	19	2	1	9
O=C(NN1C(=O)C2C(c3ccccc3)C=CC(c3ccccc3)C2C1=O)c1cccc(Br)c1 (configuration not stated)	26	16	2.4	8	-17	1[fluorescence artefact?]	8	-2	2
CN(Cc1ccccc1)c1nc2c(c(=O)[nH]c(=O)n2C)n1CCCc1ccccc1	-8	-8	-3.1	43	-11	8	-7	3	3
CCOC(=O)c1ccc(NC(=O)COC(=O)Cc2csc(-c3ccccc3)n2)cc1	-21	-13	-0.6	-2	-6	-6	0	4	4
Cn1c(SCC(=O)NC2CCCCC2)nnc1-c1cccc(N)c1	-22	-6	3.0	18	-40	3	-2	-2	7
Cc1cc(C(F)(F)F)c2c(n1)sc1c(O)cc(=O)[nH]c12	6	5	2.4	4	-5	0	-4	2	13
Cc1ccccc1NC(=O)CC1SCCNC1=O (configuration not stated)	-7	-6	-0.5	-2	-13	-2[fluorescence artefact?]	1	0	7
CCOC(=O)N1CCC(NC(=O)c2cc(S(=O)(=O)N3CCCC3)cn2C)CC1	-12	-8	0.0	27	-20	5	0	-4	-1
COc1ccc(OCc2nnnn2-c2ccccc2)cc1	-2	11	-0.5	-23&15	3	3	3	4	14&10
O=C(O)c1ccc(Nc2cc(Cl)c3nonc3c2[N+](=O)[O-])cc1	13	-2	-0.1	6	7	-6	6	3	6
CC(=O)Nc1sc(NC(=O)c2ccc(Cl)cc2)nc1-c1cccs1	2	5	1.0	-54&34	-13	-6	-3	0	12
Cc1cccnc1NC(=O)c1c(O)c2cccc3c2n(c1=O)CCC3	-4	-8	0.7	41	-12	-5	-3	2	7
CCC1(C)Cc2nc3sc(C(=O)O)c(N)c3cc2CO1 (configuration not stated)	17	5	-1.0	-5	1	-2	9	-3	9
O=C(Nc1cccc(Cl)c1)Nc1ccc(Cl)cn1	14	3	-0.2	9	-8	-10	6	6	8
CSc1ccc(CN2C(=O)NC3(CCCCCC3)C2=O)cc1	-2	2	0.1	6	-9	-1	0	0	6
CN(C)c1nnnn1-c1ccc(Oc2ncc(C(F)(F)F)cc2Cl)cc1	-8	-10	0.9	25	-17	-5	-8	1	3
COc1ccc(/C=C/C(=O)c2c(O)c(OC)c3occc3c2OC)cc1	-16	-3	1.8	-23	34*	2	-2	8	8
COc1ccc(-c2nn3c(COc4ccccc4)nnc3s2)cc1OC	-5	-9	0.7	36	-19	3	0	4	14
O=C1c2ccccc2N2C(=O)c3ccccc3C2N1Cc1ccco1 (configuration not stated)	-12	0	-0.6	38	1	-2	8	4	7
Cc1ccc(Cc2nc(-c3cccc(C)c3)no2)cc1	-12	-2	2.2	3	-2	2	-2	2	9
CCOC(=O)c1csc(NC(=O)CSc2nnnn2-c2cccc(OC)c2)n1	5	-7	-0.5	-39	-12	-3	-6	7	12
COc1cc(CC(=O)N(c2ccccc2)c2nc(C)cs2)cc(OC)c1OC	1	3	-1.1	-9	-3	1	-1	-1	7
CCCCCNCc1cccc(Br)c1	-11	-14	1.4	39	-15	0	-4	4	-6
O=C(NC(c1ccccc1)C(Cl)Cl)c1ccccc1 (configuration not stated)	-4	3	-1.5	4	-13	5	4	6	5
COc1c(C)cc(Br)cc1C(=O)NC(=S)Nc1ccc(Cl)c(C(=O)O)c1	5	5	1.1	21	-31	2	5	1	5
CCCn1c(SCC(=O)N2CCCC2)nc2c1c(=O)n(C)c(=O)n2C	12	12	-1.9	14	13	4[fluorescence artefact?]	5	-3	10
COc1cccc(C(=O)Nn2cnnc2)c1	-2	-2	0.9	16	-22	1	3	-3	9
Oc1ccccc1Nc1ccccn1	6	10	-0.3	8	7	-6	4	/	0
O=C(Nc1ccc2c3c(cccc13)CC2)c1cccc([N+](=O)[O-])c1	-27	-2	0.9	-6	-7	-2	-2	-1	5
CC1CN(c2nnc(-c3ccccc3)c3ccccc23)CC(C)O1 (configuration not stated)	8	2	0.2	17	-7	-1	0	2	11
Cc1ccc(Cn2c(SCC(=O)NCC3CCCO3)nc3c(sc4ccccc43)c2=O)cc1 (configuration not stated)	14	3	-1.6	24	9	-3	1	12	/
O=C(O)c1[nH]c2ccccc2c1CC(=O)N1CCOCC1	14	15	2.3	27	8	-3	4	0	7
O=C(Cc1ccccc1)N/N=C/c1cc(Br)cc(Cl)c1O	6	-2	-1.6	-28	7	-4	3	-1	6
CCOC(=O)C(=NC(C)(C)C)NNc1cc(Cl)ccc1Cl	6	-2	0.2	36	-9	18	5	2	-1
Cc1cc(Nc2ccc(Cl)cc2)nc(N2CCOCC2)n1	5	5	1.3	-13	10	-4	4	/	11
Cc1ccc(/C=C/C(=O)O)cc1S(=O)(=O)Nc1ccccc1C(=O)O	8	2	-1.5	17	-8	0	2	-4	11
Cc1c(NC(=O)c2cc(-n3cnnc3)ccc2Cl)cccc1-c1nc2ccccc2s1	4	14	-1.3	-24	-10	3	1	-3	4
NS(=O)(=O)c1ccc(NC(=S)NC(=O)c2ccco2)cc1	-10&-20	-4&4	0.5&0.6	-16&-1	5&-15	6&-1	1&4	2	16&7
O=C(NCC1CCCO1)c1nc2c(nnn2Cc2ccc(F)cc2)c(=O)[nH]1 (configuration not stated)	-8	-8	-0.6	12	4	-15	7	8	4
Cc1cc2cc(C)c3nnc(SCC(=O)NCc4ccco4)n3c2cc1C	-1	-12	-2.7	-19	3	/	-3	3	3
COc1ccc(N)cc1-n1cnnn1	12	7	0.5	-10	-9	-1	2	1	8
Oc1c(/C=C/C=C/C=Nc2ccccc2)sc(=S)n1Cc1ccccc1	16	-26	1.2	-25	2	-3	-5	/	8
CCCOC(=O)c1ccc(S(N)(=O)=O)o1	-9	1	0.4	5	-17	-4	6	-4	10
CN(CCC1CCOCC1)C(=O)CC1C(=O)NCCN1Cc1ccoc1 (configuration not stated)	-6	-5	0.1	11	-5	3	2	-2	8
CCSc1nnc(NC(=O)Cc2ccccc2OC)s1	4	-6	-0.4	36	-6	-4	5	-7	25
CCN1CCN(C(=S)Nc2ccc(C(C)=O)cc2)CC1	12	9	0.2	-1	-17	-1	8	0	1
COc1ccc(CCNC(=O)Nc2cccc([N+](=O)[O-])c2)cc1	9	-5	0.7	-78	-7	0	-4	3	12
CCOC(=O)c1cnc2nc(N3CCOCC3)nn2c1N	5	-8	1.0	8	-9	5	2	9	14
S=C(Nc1ccc(Cl)c(Cl)c1)N1CCOCC1	15	7	0.0	-33	-2	1	-1	-1	6
O=C(CSc1nccn1-c1ncc(C(F)(F)F)cc1Cl)c1ccc(Br)cc1	0	2	0.8	8	-22	-3	0	4	16
CCOC(=O)/C(O)=C(\C#N)c1nc2ccccc2[nH]1	-11	15	0.4	-27	-10	-1	8	-4	11

Next section:
SMILES	NPY-Y1 PAM-ag	NPY2 pot ag	S1P4 agonist	EP2 mod	S1P4 antagonist	eIF4E 4G PPI	p97 inhibitor	NPY-Y1 antag	PGE2 EP2 inh
Cn1c(=O)n(C)c2cc(NC(=O)c3ccccc3[N+](=O)[O-])c(Br)cc21	-1	11	2.1	-5	-11	2	6	2	10
COCCn1c(SCC(=O)N2CCc3ccccc3C2)nc2cc(Cl)ccc2c1=O	-3	4	1.1	-80	-4	0	3	-3	7
COc1ccc(OC)c(-c2cnc(OC(C)(C)C)nc2OC(C)(C)C)c1	19	0	0.4	70*	-6	8	-1	0	8
COc1ccc(CC(=O)Nc2ccc(-c3noc(-c4cc(OC)c(OC)c(OC)c4)n3)cc2)cc1	-13	-11	-1.8	3	-4	5	1	5	9
CCc1cc(C(=O)OC)c(NC(=O)CC2SC(=NC)N(C)C2=O)s1 (configuration not stated)	2	3	0.7	-1	-14	2	3	3	6
Cn1c(=O)n(CCC(=O)O)c2ccccc21	17	-3	0.9	-17	0	-1	8	1	/
Clc1cccc2sc(N3CCOCC3)nc12	7	-11	-0.4	/	1	/	-2	-1	5
O=C(COC(=O)c1ccc(Br)o1)Nc1nc2ccccc2s1	14	3	1.5	-33	-11	3	4	6	12
CCC(=O)N1CCN(CCN=CC2=C(O)CC(C)(C)CC2=O)CC1	7	-1	0.0	3	-16	-6[fluorescence artefact?]	2	0	6
CCC(Sc1nc2ccccc2[nH]1)C(=O)Nc1cc(C)on1 (configuration not stated)	-30	-7	1.0	25	-15	1	-4	-2	15
N#CCc1ccc(NC(=O)Nc2cccc(Cl)c2)cc1	37*	20	0.2	-21	0	1	4	-18	31
CN1CCN(C(=O)N2c3ccccc3C=Cc3ccccc32)CC1	11	5	0.0	9	-21	2	4	0	12
O=C(O)c1ccc(/C=C2\SC(=Nc3ccccc3)N(c3ccccc3)C2=O)cc1	5	-1	-0.7	10	-8	-4	0	0	3
Cn1cccc1/C=C1\SC(=S)N(NC(=O)c2ccc(F)cc2)C1=O	-31	-14	-1.3	-13	-11	1	2	/	5
C=C(C)/C=N/NC(=S)Nc1ccc(S(=O)(=O)N2CCOCC2)cc1	21	6	-0.3	-3	-17	-4	8	/	15
CNc1nn(-c2cccc(Cl)c2)nc1N	23	15	-1.4	-31	-10	3	0	-9	9

Three compounds already listed, arranged by the number in S1P4 antagonist, highest first.
Compound	NPY-Y1 PAM-ag	NPY2 pot ag	S1P4 agonist	EP2 mod	S1P4 antagonist	eIF4E 4G PPI	p97 inhibitor	NPY-Y1 antag
O=C(O)c1ccc(/C=C2\SC(=Nc3ccccc3)N(c3ccccc3)C2=O)cc1	5	-1	-0.7	10	-8	-4	0	0
CNc1nn(-c2cccc(Cl)c2)nc1N	23	15	-1.4	-31	-10	3	0	-9
CN1CCN(C(=O)N2c3ccccc3C=Cc3ccccc32)CC1	11	5	0.0	9	-21	2	4	0

(continued)
SMILES	NPY-Y1 PAM-ag	NPY2 pot ag	S1P4 agonist	EP2 mod	S1P4 antagonist	eIF4E 4G PPI	p97 inhibitor	NPY-Y1 antag	PGE2 EP2 inh
COc1cc([N+](=O)[O-])ccc1NC(=O)CSc1nnc(C)c(C)n1	-3	3	0.5	-25	4	9	0	3	3
O=C(NNC(=S)NCc1ccccc1)c1cccc([N+](=O)[O-])c1	-20	-41	0.0	18	-8	2	6	13	3
Cc1ccc(N/N=C2\CS(=O)(=O)N(C)c3ccsc32)cc1	-16	7	1.4	-5	-12	-1	4	-8	8
CCOC(=O)CN1CC23C=CC(O2)C(C(=O)Nc2ccc4c(c2)OCO4)C3C1=O (configuration not stated)	-1	5	0.5	13	0	7[fluorescence artefact?]	5	3	10
COCCNC(=S)N1CCC(NC(=O)c2ccco2)CC1	4	-4	-2.0	17	-1	3	1	2	8
